Screens: PubChem, National Center for Advancing Translational Sciences (NCATS)
B2AR arrestin: qHTS assay of beta-arrestin-biased ligands of beta2-adrenergic receptor. Beta-2 adrenergic receptor (Homo sapiens), P07550. beta-arrestin recruitment to beta2AR, cell-based reporter. Potency, µM (titrated, usually from 46.1 µM), inactives show at the top dose activation, usual class: activators. 330,000 compounds, 0.02% hits;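 further: potency means the concentration at half of the fitted maximal effect; 0% = DMSO controls and full agonism = EC100 isoproterenol or metaproterenol; nearly all actives have a fitted effect of over 65% in size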
PKM2 activator: qHTS Assay for Activators of Human Muscle isoform 2 Pyruvate Kinase; Pyruvate kinase PKM (Homo sapiens), P14618; purified PKM2, Kinase-Glo ATP luminescence, activation; response scale: 0% is enzyme alone, no compound; Potency, µM (doses to about 57.5 µM), for the others: at the top dose activation, hits mostly activators; 260,000 compounds, 0.34% hits; further: potency means the concentration at half of the fitted maximal effect; on the % scale 0 is the no-effect control and ±100 the full control effect; nearly all actives have a fitted effect of over 55% in size
Target sequence (P14618 whole entry, looked up, canonical isoform): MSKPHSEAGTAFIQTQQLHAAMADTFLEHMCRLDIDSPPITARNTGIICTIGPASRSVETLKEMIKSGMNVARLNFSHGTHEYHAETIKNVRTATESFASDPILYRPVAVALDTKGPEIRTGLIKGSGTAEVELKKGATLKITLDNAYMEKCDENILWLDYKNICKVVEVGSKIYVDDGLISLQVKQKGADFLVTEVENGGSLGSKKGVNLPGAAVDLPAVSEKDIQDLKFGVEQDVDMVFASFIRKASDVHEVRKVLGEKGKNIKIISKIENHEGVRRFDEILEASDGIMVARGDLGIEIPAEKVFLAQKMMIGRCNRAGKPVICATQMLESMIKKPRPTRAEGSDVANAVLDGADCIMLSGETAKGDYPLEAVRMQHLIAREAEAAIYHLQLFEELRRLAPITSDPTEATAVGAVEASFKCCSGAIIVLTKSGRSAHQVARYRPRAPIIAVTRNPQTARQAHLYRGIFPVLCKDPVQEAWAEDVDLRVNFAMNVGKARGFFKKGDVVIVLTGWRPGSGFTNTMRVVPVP
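hPK-M2, >95% pure; 0.1 mM ADP / 0.5 mM PEP final; imidazole pH7.2 buffer w/ 7 mM MgCl2, 50 mM KCl; 1 h RT; Kinase-Glo lum. Intermediate enzyme activity for dual inhibitor/activator qHTS.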
GALK inhibitor: qHTS Assay for Inhibitors of Human Galactokinase (GALK) | P51570 | Potency, µM (top dose mostly 57.5 µM), for the others: at the highest dose activity change, negative = inhibition, usual class: inhibitors | 270,000 compounds, 0.007% hits | Purified GALK, Kinase-Glo residual ATP luminescence; further: potency means the concentration at half of the fitted maximal effect; on the % scale 0 is the no-effect control and ±100 the full control effect
Target sequence (P51570 whole entry, looked up): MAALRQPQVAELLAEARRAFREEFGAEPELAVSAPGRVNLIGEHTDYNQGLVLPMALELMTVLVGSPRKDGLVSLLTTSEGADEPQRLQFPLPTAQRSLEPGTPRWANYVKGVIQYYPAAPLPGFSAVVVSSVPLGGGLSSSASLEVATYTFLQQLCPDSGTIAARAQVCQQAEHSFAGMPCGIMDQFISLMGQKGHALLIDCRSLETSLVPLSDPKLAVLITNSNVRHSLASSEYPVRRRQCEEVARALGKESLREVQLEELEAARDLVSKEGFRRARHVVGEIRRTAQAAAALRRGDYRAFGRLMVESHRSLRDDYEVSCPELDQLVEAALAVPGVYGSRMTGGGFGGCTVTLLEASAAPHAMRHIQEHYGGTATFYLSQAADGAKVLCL
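Kinase-Glo Plus luminescence measured ATP left after a 1 h room-temperature reaction. The reaction used 5 nM GALK, 100 uM galactose and 35 uM ATP at pH 8.0 (20 mM HEPES, 5 mM MgCl2, 60 mM NaCl, 1 mM DTT, 0.01% BSA).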
a7 integrin act: qHTS for Activators of Integrin-Mediated Alleviation for Muscular Dystrophy | 350,000 compounds, 0.064% hits | alpha7betagal myoblasts, beta-gal FDG fluorescence, 48 h | AID 624291, 2012 | Potency, µM (top dose mostly 38.3 µM), without a hit: at the highest dose activation, most hits filed as activators;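 further: potency means the concentration at half of the fitted maximal effect; 100% = response of the positive control SU9516; nearly all actives have a fitted effect of over 60% in size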
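alpha7betagal+/- myoblasts (passage 13, 250/well) treated 48 h at 37C with compounds at 1:260 dilution of DMSO stock. Lysed, then beta-galactosidase activity read as FDG fluorescence (ex 480/em 540) after 30 min, with pre-read for autofluorescence.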
FBPA coupling cs: qHTS Assay for Inhibitors of Fructose-1,6-bisphosphate Aldolase from Giardia Lamblia: Coupling assay counterscreen; coupling enzyme system counterscreen, AmpLite Red fluorescence; activity change, negative = inhibition, % at 58.2 µM, hits read low; 290,000 compounds, 0.67% hits; AID 2472, 2010; in the data active means activity change below about -30%; further: on the % scale 0 is the no-effect control and ±100 the full control effect
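Counterscreen lacking aldolase: glyceraldehyde-3-phosphate coupling-enzyme reagent preincubated 10 min at RT with compound (at 57.5 uM final), then substrate/coupling system with AmpLite Red added; fluorescence read at 525/598 nm after 20 min RT.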
TSG101-PTAP inh: qHTS Assay for Iinhibitors of HIV-1 Budding by Blocking the Interaction of PTAP/TSG101. AID 493005, 2010. Potency, µM (titrated, usually from 115 µM), inactives show at the top dose activity change, negative = inhibition, most hits filed as inhibitors. Fluorescence polarization, FITC-PTAP peptide / Tsg101 binding. 340,000 tested, under 10 active. Tumor susceptibility gene 101 protein (Homo sapiens), Q99816; active means well fitted inhibition curve with a large enough effect in the main read-out, with a control signal flat, not every such curve was filed as active; inconclusive means small, poorly fitted or top-dose-only effect, or effect the other way, or a change in a side signal; inactive means no such curve, though single readings can be large or run the other way; further: potency means the concentration at half of the fitted maximal effect; % of control where 0% means no effect
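Steps: Tsg101 binding domain dispensed (10 uM final), compounds pinned in DMSO, FITC-labeled PTAP-motif peptide added (50 nM final); after 20 min binding at room temperature, polarization measured.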
Tb PFK inh: qHTS Assay to Find Inhibitors of T. brucei phosphofructokinase; 330,000 compounds, 0.17% hits; Potency, µM (titrated, usually from 57.5 µM), inactives show at the top dose activity, negative = inhibition, actives largely listed as inhibitors; T. brucei PFK, ADP-Glo luminescence;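 further: potency means the concentration at half of the fitted maximal effect; 0% = uninhibited 1x PFK enzyme wells and -100% = no-enzyme wells; nearly all actives have a fitted effect of over 60% in size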
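Activity is normalized to no-enzyme wells (full inhibition) and 1.25 nM enzyme wells (no inhibition). Reaction: 0.5 mM F6P, 0.1 mM ATP, 45 min RT, ADP-Glo luminescence; concentration-response curves fitted and classed by quality.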
S-ASM inh: Inhibitors of Secretory Acid Sphingomyelinase (S-ASM): qHTS. Sphingomyelin phosphodiesterase (Homo sapiens), P17405. placental ASM, HMU-PC fluorogenic substrate, 60 min. Potency, µM (doses to about 57.5 µM), without a hit: at the top dose activity change, negative = inhibition, usual class: inhibitors. 340,000 compounds, 0.006% hits. AID 504937, 2011; further: potency means the concentration at half of the fitted maximal effect
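qHTS format. ASM enzyme prepared from human placenta hydrolyses the fluorogenic substrate HMU-PC0 (9 uM final) over 60 min at 37 °C after a 10 min compound preincubation.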
BCR signal inh: qHTS Assay to Find Inhibitors of Chronic Active B-Cell Receptor Signaling; ABC-DLBCL IkBa-CBG/CBR reporter, luminescence ratio, 4 h; Potency, µM (top dose mostly 46.1 µM), without a hit: at the highest dose ratio change, negative = lower green/red ratio, usual class: inhibitors; 340,000 compounds, 0.05% hits; AID 493014, 2011; active means well fitted inhibition curve with a large enough effect in the signal ratio, with a control signal flat, not every such curve was filed as active; inconclusive means small, poorly fitted or top-dose-only effect, or effect the other way, or a change in a side signal; the % refers to the signal ratio;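 further: potency means the concentration at half of the fitted maximal effect; plate controls were basal doxycycline-induced cells for no effect and cells given 10 µM MG132 for full effect; MG132 reads +100%, hits lower the ratio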
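Concentration-response series (up to 46 uM) were applied to TMD8 dual-reporter cells for 4 h at 37C with doxycycline. Green/red ratio, after filter-overlap correction, defined %Activity; red signal alone was normalised to basal cells and zero luminescence.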
Giardia killer: Small Molecules that selectively kill Giardia lamblia: qHTS; Giardia lamblia trophozoite viability; activity change, % at 7.66 µM, hits read low; 340,000 compounds, 0.15% hits; in the data active means activity change below about -80%; inconclusive means between about -30% and that limit;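 further: parasites exposed to compound for two days anaerobically before the ATP read; on the % scale 0 is the no-effect control and ±100 the full control effect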
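Viability, read as ATP luminescence: trophozoites at 100 cells/well, compound added, 48 hrs anaerobic at 37 deg C, then 15-30 min room-temperature development before reading.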
Menin MLL FP TR: qHTS Assay for Inhibitors Targeting the Menin-MLL Interaction in MLL Related Leukemias: Competition With Texas Red Labeled MLL-derived Mutant Peptide; O00255; Menin + Texas Red MLL mutant peptide, fluorescence polarization; Potency, µM (titrated, usually from 61.6 µM), without a hit: top-dose FP activity change, negative = inhibition, usual class: inhibitors; 270,000 compounds, 0.23% hits; AID 1768, 2009; active means well fitted inhibition curve with a large enough effect in the polarisation, with a control signal flat, not every such curve was filed as active; inconclusive means small, poorly fitted or top-dose-only effect, or effect the other way, or a change in a side signal; inactive means no such curve, though single readings can be large or run the other way; the % refers to the polarisation; further: potency means the concentration at half of the fitted maximal effect; % of control where 0% means no effect; many of its hits are not listed in these tables
The depositor's hits bear a star; ? = inconclusive; / = no result given; & = joins results of further samples; [ ] = dose if it differs, or a comment. Unless noted, the call rests on the fitted dose curve; in most records, active means well fitted curve in the direction sought with a large enough effect; inconclusive means small, poorly fitted or top-dose-only effect, or another doubt; inactive means no such curve, though single readings can be large; an effect the other way counts as inactive or inconclusive. Not all compounds are listed; the hit share may differ from the screen's.

SMILES	B2AR arrestin	PKM2 activator	GALK inhibitor	a7 integrin act	FBPA coupling cs	TSG101-PTAP inh	Tb PFK inh	S-ASM inh	BCR signal inh	Giardia killer	Menin MLL FP TR
Cc1ccc(C)c(NC(=O)CCCCCCCCCCC2COCCO2)c1 (centres undefined)	-0.9%	10%	0%	26%	1	-3%	-6%	4%	0%	2	0%
COc1ccccc1C(=O)Nc1nc2ccccc2[nH]1	-0.3%	-66%	?	-14%	-7	4%	?	-5%	?	-84*	9%
CCOC(=O)CN/C=C(\C#N)c1ccccc1	-0.9%	-2%	3%	1%	3	-3%	-1%	4%	-1%	5	-2%
CCCCCn1cnc2c(=S)nc(N)[nH]c21	3.8%	-13%	-5%	-2%	0	-3%	?	-2%	2%	-4	15%
Cc1nc2ccc(S(=O)(=O)c3ccc4nc(C)[nH]c4c3)cc2[nH]1	0.2%	0%	-2%	-18%	3	-4%	-1%	0%	-5%	6	-14%
C[C@H](CO)N1C[C@H](C)[C@@H](CN(C)S(=O)(=O)c2ccccc2)Oc2ccc(NC(=O)C3CCCCC3)cc2C1=O	0.1%	/	/	-17%	/	-4%	6%	-6%	-4%	10	/
CCOc1ccc2nc(NC(=O)C(NS(=O)(=O)c3cccs3)C(C)C)sc2c1 (centres undefined)	-0.3%	-1%	-2%	10%[7.66 µM]	7	-4%	-4%	1%	8%	4	-26%
c1ccc2c(c1)ncn2-c1ccc(-c2ccnc(-c3ccncc3)n2)cc1	-0.4%	-2%	-4%	20%	/	8%	3%	-9%	-2%	2	-28%
CCc1ccc2nc(Nc3ncc(C(C)=O)c(C)n3)nc(C)c2c1	0.4%	-7%	-1%	?	-4	-1%	-6%	12%	3%	6	/
O=CC1=C(c2ccccc2)Oc2ccccc2O1	-1.1%	1%	4%	-15%	-2	-1%	0%	5%	?	11	21%
COc1cccc(-c2nc(OC(C)C)c3ccccc3n2)c1	0.4%	5%	2%	26%	2	-2%	2%	-6%	8%	-8	14%
O=c1ccc2c([nH]1)CCCCCCCCCC2	-0.7%	6%	/	-9%	1	-4%	-2%	-2%	5%	7	-12%
COc1ccc(Cl)c(NC(=O)C/C(C)=N/NC(=O)CCc2ccccc2)c1	0.4%	-6%	7%	-4%	-4	3%	0%	18%	1%	8	0%
O=C(COC(=O)COc1ccccc1)Nc1cccc([N+](=O)[O-])c1	-0.2%	-1%	0%	8%	-2	-12%	-10%	0%	3%	2	20%
COC(=O)c1scc(C)c1N1C(=O)c2ccccc2C1=O	-0.4%	6%	/	-18%	0	2%	1%	-1%	?	-21	/
COc1ccc(OC)c(-c2nc(CN(C)C(C)c3ccncn3)c(C)o2)c1 (centres undefined)	0.1%	-2%	-1%	0%	0	0%	3%	1%	-3%	-2	-4%
O=C(CN1CCN(Cc2ccccc2)CC1)c1ccccc1	-0.1%	1%	-3%	13%	-1	0%	1%	1%	?	5	0%
O=[N+]([O-])c1cc(-c2ncccn2)c([N+](=O)[O-])s1	-0.5%	4%	/	0%	-84*	-1%	?	1%	?	9	10%
COC(=O)Cn1c(C(=O)N2CCCC2)cc2c1C[C@H]1CN(C(=O)c3ccccc3)[C@@](Cc3ccc(F)cc3)(C(=O)OC)[C@@H]21	-0.4%	2%&0%	/	14%	0&2	-4%	-4%	4%	0%	-12	0%&-8%
CCO[C@H]1OC(C(=O)Nc2ccccc2)=C[C@@H](c2csc3ccccc23)[C@@H]1CCCO	0.3%	1%	-1%	-6%	-1	-5%	-5%	-20%	12%	3	31%[activator]
c1ccc(CCCN2CCN(c3ccccc3)CC2)cc1	-0.7%	-9%	-3%	-19%	0	6%	-3%	-4%	-1%	-17	-3%
CC(=O)N(C)c1ccc(NC(=O)c2cnn(C)c2)cc1	-0.3%	-1%	0%	5%	1	-4%	3%	0%	4%	29	1%
CC(C)NC(=O)N(C)C[C@H]1Oc2ccc(NC(=O)CCN3CCOCC3)cc2C(=O)N([C@H](C)CO)C[C@@H]1C	-0.8%	/	/	-4%	/	-2%	0%	2%	1%	-19	/
CC(NC(=O)c1cc(-c2ccccn2)nc2ccc(Cl)cc12)C1CCCO1 (centres undefined)	-0.1%	-2%	2%	0%	/	-5%	-2%	-1%	0%	-2	/
Cc1oc(-c2ccc(Cl)cc2)nc1CS(=O)CC(=O)NCCCN1CC(C)CC(C)C1 (centres undefined)	0.0%	/	-2%	-77%[inhibitor]	0	-1%	-3%	-1%	-1%	-2	-9%
Cc1nonc1NC(=O)CSc1ccccn1	-1.1%	/	-3%	35%	-2	-7%	-6%	2%	5%	-10	-1%
Cc1cc(=O)oc2ccc(OC(C)C(=O)O)cc12 (centres undefined)	0.1%	-5%	1%	10%	5	-2%	0%	14%	1%	9	-8%
COc1nc(N=C(N)N)nc2c(C)cccc12	-0.8%	-10%	-2%	18%	-2	-1%	-7%	50%[activator]	?	0	/
O=C(NC1CCCCCC1)C1CCN(S(=O)(=O)c2cnc[nH]2)CC1	-0.5%	1%	-1%	-3%	0	-9%	-3%	3%	-3%	36[activator]	-2%
COc1ccc(C(=O)N2CCOC2CNC(=O)C(=O)NCc2ccc(F)cc2)cc1 (centres undefined)	-0.6%	-5%	-3%	2%	/	0%	2%	-1%	-2%	5	/
CC(OC(=O)c1ccco1)C(=O)NC1CCCCC1 (centres undefined)	-1.0%	-1%	0%	-9%	0	-3%	-2%	0%	0%	-15	2%
Cc1cc(C(=O)CN2C(=O)NC(CC(C)C)C2=O)c(C)n1-c1ccccc1F (centres undefined)	0.4%	2%	1%	-11%	1	-1%	6%	2%	-7%	-8	-10%
O=C(O)/C=C/C(=O)Nc1ccccc1C(=O)Nc1ccccc1	-0.2%	-5%	0%	0%	1	-5%	-6%	2%	?	-6	-2%
Cc1ccc2c(N)c(C#N)sc2n1	-0.4%	1%	-2%	3%	-4	-2%	0%	37%	?	-8	-10%
O=C(Nc1ccc(N2CCOCC2)cc1)C1CCCN(S(=O)(=O)c2ccccc2)C1 (centres undefined)	-0.3%	4%	3%	-9%	0	-6%	0%	-2%	2%	-5	10%
CCN(CC)S(=O)(=O)c1ccc2oc(SCC(=O)Nc3cc(C)on3)nc2c1	6.6%	/	/	-46%[inhibitor]	/	-3%	-4%	0%	?	4	/
CN(C)S(=O)(=O)c1cccc(NC(=O)CO/N=C(\N)c2ccccc2)c1	0.4%	/	/	-14%	/	-7%	-3%	3%	1%	0	/
O=C(O)c1ccc(CS(=O)(=O)Cc2ccccc2F)o1	-0.6%	5%	/	16%	2	-1%	-4%	1%	0%	6	6%
CCOC(=O)c1c(C)nc2sc3c(=O)n(-c4ccc(C(C)=O)cc4)nnc3c2c1-c1ccc(OC)cc1	0.4%	0%	0%	-52%[inhibitor]	0	-2%	0%	-16%	5%	-16	-25%
CN(Cc1ccccc1)Cc1nc2c(c(=O)n(C)c(=O)n2C)n1Cc1ccc(Cl)cc1	-0.3%	6%	0%	-20%	2	-4%	-2%	-8%	15%	-1	-6%
Cc1c(O[C@@H]2O[C@H](CO)[C@@H](O)[C@H](O)[C@H]2O)ccc2c1oc(=O)c1ccccc12	0.1%	/	-2%	21%	1	-8%	?	5%	4%	-25	-1%
Nc1[nH]c(=O)[nH]c(=O)c1N=Nc1cccc(Cl)c1	-0.5%	-4%	5%	11%	2	-8%	-2%	-6%	11%	-30	?
O=C(CN1CCN(c2ccc(F)cc2)CC1)c1cccs1	-0.3%	4%	-1%	-14%	2	-11%	-2%	8%	-13%	-8	0%
